Screens deposited in PubChem by National Center for Advancing Translational Sciences (NCATS).
IL1B secr inh – blocks inflammasome-driven IL-1 beta release | THP-1 LPS/ATP IL-1B secretion, AlphaLISA, 16 h; active compounds read low | activity change, % at 57.5 µM | actives 4.7% (n = 360,000) | AID 743279; in the data active = activity change below about -50%; inconclusive = mostly about -30% to -49%; also: % is scaled to controls: 0 for no effect and ±100 for the full control effect
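THP-1 cells pretreated 1 hr with compounds (up to 57.5 uM final), then stimulated with LPS (250 ng/mL final) plus ATP (1.25 mM final); secreted IL-1B measured by AlphaLISA after 16 hr, decreased signal indicating inhibition.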
HT1080 IDH1KD tx – kills HT-1080 cells with IDH1 knockdown; actives 2% (n = 360,000); HT-1080 IDH1 knockdown viability, ATP luminescence, 48 h; AID 686971; Potency, µM (titrated, usually from 46.1 µM), without a hit: at the top dose activity, negative = toxicity, most hits filed as cytotoxic;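 also: potency is read from the fitted curve at half-maximal effect; 0% = DMSO wells and -100% = cell-free medium wells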
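Luminescent ATP read-out (CellTiter-Glo, 10 min at room temperature) after 48 h compound exposure at 37 °C gave viability of IDH1-knockdown HT-1080 cells. Activity was normalised to DMSO and cell-free wells, then fitted as concentration-response curves.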
MCF10A rereplic – induces DNA re-replication in MCF 10a normal breast cells; AID 624296; MCF 10A DNA re-replication, Hoechst nuclear intensity, 48 h; actives 2.9% (n = 350,000); Potency, µM (titrated, usually from 46.1 µM), inactives show at the top dose activity, positive = re-replication, usual class: activators; also: potency is read from the fitted curve at half-maximal effect; % of control where 0% means no effect; nearly all actives have a fitted effect of over 50% in size
DRD3 agonist – D3 dopamine receptor (human) agonism; P35462; D3R DiscoveRx beta-arrestin cells, luminescence, 90 min; max activation, %; actives 0.58% (n = 410,000); AID 652048; in the data active = max activation above about 30%; also: 0% is about no effect; mostly tested at two doses, the higher about 12 µM
Target sequence (P35462 whole entry, looked up): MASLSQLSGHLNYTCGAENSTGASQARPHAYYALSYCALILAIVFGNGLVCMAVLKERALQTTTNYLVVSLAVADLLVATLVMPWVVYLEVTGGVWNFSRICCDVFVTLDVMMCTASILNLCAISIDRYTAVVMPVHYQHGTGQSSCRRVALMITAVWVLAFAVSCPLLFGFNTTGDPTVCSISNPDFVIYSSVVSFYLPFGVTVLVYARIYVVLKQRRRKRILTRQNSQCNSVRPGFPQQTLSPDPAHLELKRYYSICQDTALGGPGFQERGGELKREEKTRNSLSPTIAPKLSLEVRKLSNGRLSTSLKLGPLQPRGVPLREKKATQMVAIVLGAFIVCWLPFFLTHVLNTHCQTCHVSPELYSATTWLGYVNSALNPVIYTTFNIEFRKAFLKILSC
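Agonist-mode cell screen: cells plated at 1500/well and incubated overnight at 37 °C, then exposed to library compounds for 90 min at 37 °C. Detection reagent was added for 30–60 min at room temperature, and luminescence was read.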
KB-3-1 tox – kills parental KB-3-1 adenocarcinoma cells; AID 1347075; Potency, µM (doses to about 46.1 µM), for the others: at the top dose activity change, negative = cytotoxic, actives largely listed as cytotoxic; actives 1.4% (n = 400,000); KB-3-1 viability, CellTiter-Glo ATP luminescence, 72 h; also: potency is read from the fitted curve at half-maximal effect; % is scaled to controls: 0 for no effect and ±100 for the full control effect; nearly all actives have a fitted effect of over 60% in size
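Parental KB-3-1 adenocarcinoma cells in phenol-red-free DMEM with 10% FBS were pin-treated with compounds at several concentrations, incubated 72 h at 37 °C, and viability read by CellTiter-Glo luminescence; concentration-effect curves were fitted after normalization.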
KB-V1 MDR tox – kills drug-selected multidrug resistant KB-V1 cells; KB-V1 MDR cells viability, CellTiter-Glo, 72 h; Potency, µM (top dose mostly 46.1 µM), for the others: at the top dose activity change, negative = cytotoxicity, actives largely listed as cytotoxic; actives 3.4% (n = 400,000); also: potency is read from the fitted curve at half-maximal effect; % is scaled to controls: 0 for no effect and ±100 for the full control effect; nearly all actives have a fitted effect of over 60% in size
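KB-V1 cells (P-gp-expressing MDR subline of KB-3-1) in phenol-red-free DMEM with 10% FBS were exposed to library compounds over a concentration series for 72 h at 37 degrees C. Viability read by CellTiter-Glo luminescence; concentration-effect curves fitted after normalization.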
SW480 rereplic – DNA re-replication induction in SW480 cells; SW480 DNA re-replication, Hoechst DNA content imaging, 48 h; Potency, µM (highest dose often 46.1 µM), without a hit: at the highest dose re-replication activation, actives largely listed as activators; actives 1.8% (n = 340,000); also: potency is read from the fitted curve at half-maximal effect; % of control where 0% means no effect; nearly all actives have a fitted effect of over 55% in size
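Quantitative HTS format with DMSO vehicle controls; 48 hr drug incubation at 37 C, then 40 min Hoechst staining and scanning imager measurement at 405 nm excitation.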
HT1080-NT tox – kills 2HG-producing HT-1080-NT fibrosarcoma cells | Potency, µM (titrated, usually from 46.1 µM), for the others: top-dose activity, negative = less viability, hits mostly cytotoxic | HT-1080-NT fibrosarcoma viability, CellTiter-Glo ATP luminescence, 48 h | AID 686970 | actives 1.6% (n = 360,000);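 also: NT is the 2HG producing partner of a matched IDH1 knockdown line; potency is read from the fitted curve at half-maximal effect; 0% = DMSO-treated cells and -100% = media-only wells without cells; nearly all actives have a fitted effect of over 55% in size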
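750 cells/well, RPMI + 5% FBS; 2 h settle, compound pin-transfer, 48 h at 37 degrees C. CellTiter-Glo 10 min RT, luminescence. Normalized to DMSO and media-only wells.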
GLP1R cytotox – cytotoxic in the GLP-1 receptor inverse agonist counter-screen; Potency, µM (top dose mostly 38.3 µM), for inactives: top-dose activity change, negative = inhibition, hits mostly inhibitors; HEK293 cAMP-luciferase reporter cells, luminescence, 24 h; actives 0.13% (n = 410,000);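 also: loss of luciferase light is scored as toxicity; potency is read from the fitted curve at half-maximal effect; % is scaled to controls: 0 for no effect and ±100 for the full control effect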
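Here, cytotoxicity is scored as loss of luminescence. The MLSMR collection was tested on cells seeded in medium containing 10% Nu serum, with a 24 hr compound exposure preceded by 12 hours of culture.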
* = called active by the depositor; ? = inconclusive; · = not tested or not shown; [ ] = another dose, or the depositor's remark. Unless noted, calls follow the shape of the dose curve; as a rule, active = well fitted curve in the direction sought with a large enough effect; inconclusive = small, poorly fitted or top-dose-only effect, or another doubt; inactive = no such curve, though single readings can be large; an effect the other way counts as inactive or inconclusive.

SMILES | IL1B secr inh | HT1080 IDH1KD tx | MCF10A rereplic | DRD3 agonist | KB-3-1 tox | KB-V1 MDR tox | SW480 rereplic | HT1080-NT tox | GLP1R cytotox
CC1CCc2cc(F)ccc2N1C(=O)CN1C(=O)c2ccccc2C1=O (stereo not given) | -15 | 17% | 0% | -3 | -4% | 10% | -12% | 15% | -3%
CC(=O)Nc1ccc(S(=O)(=O)N[C@@H](C)C(=O)OCC(=O)Nc2ccc3c(c2)OCCO3)cc1 | 14 | 7% | 13% | -3 | 13% | 0% | 2% | -2% | 0%
O=C(/C=C/c1ccc(Br)cc1)NC1CCCCCC1 | -11 | -1% | -2% | 3 | 4% | 6% | 1% | 5% | 5%
COc1cc(S(=O)(=O)Nc2ccncc2)ccc1F | -1 | 18% | -4% | -1 | -8% | 16% | 1% | 22% | -9%[7.66 µM]
CC(C)C[C@@H](CN1CCC[C@H]1CN1C(=O)C(=O)NC[C@@H]1Cc1ccc(O)cc1)N1C[C@H](Cc2ccccc2)N(CC2CCCCCC2)C(=O)C1=O | -91* | ? | · | -7 | -18% | -14% | · | ? | -17%
COc1ccc(OCc2nnc(SCC(=O)N3CCOCC3)o2)cc1 | 3 | 10% | 0% | 1 | -1% | 2% | 2% | 5% | -1%
O=C(CC1C(=O)NCCN1C(=O)c1ccccc1)Nc1cc(Cl)ccc1Cl (stereo not given) | 0 | 0% | -2% | -16 | 10% | 2% | -1% | -2% | 12%
O=C(CSc1nnc(-c2ccncc2)o1)Nc1ccccc1Cl | 19 | -10% | -4% | 6 | 1% | 28% | -6% | -7% | -6%
O=C(COC(=O)C1C2CC3OC(=O)C1C3C2)Nc1cccc(Cl)c1 (stereo not given) | 3 | 1% | 5% | 6 | ? | 0% | -3% | 0% | 2%
COC(=O)C(O)(CC(=O)c1ccc(OC)cc1)C(F)(F)F (stereo not given) | 20 | -3% | -4% | -4 | 0% | 12% | -7% | 1% | 0%
CN(C)c1ccc(-c2ccnc3c2CC(C)(C(=O)Nc2ccc(Cl)cc2)O3)cc1 (stereo not given) | -23 | 0% | · | 0 | 0% | -7% | · | 20% | -2%
COC(=O)Cn1c(CN2CCOCC2)nc2c1c(=O)n(C)c(=O)n2C | 21 | 13% | 18% | 3 | 14% | 12% | 1% | 1% | 3%
CC(=O)NC1C(=O)N=C(SCC(=O)Nc2ccc(C(F)(F)F)cc2Cl)NC1=O (stereo not given) | 52 | -7% | 4% | -4 | -17% | 1% | -51%[inhibitor] | -10% | 4%
CC(=O)Cc1nsc(NC(=O)c2cccc(F)c2)n1 | -2 | 7% | -1% | 1 | -1% | 14% | -87%[inhibitor] | 0% | 8%
Fc1ccc(NC(=S)N2CCc3[nH]c4ccccc4c3C2)cc1 | 11 | 1% | -1% | -2 | -10% | -11% | 15% | 2% | 2%
Cc1ccc(C(=O)NNC2=Nc3cc([N+](=O)[O-])ccc3OC2)cc1 | -11 | -9% | 9% | -7 | 5% | -8% | 8% | -7% | 4%
CC1Cc2ccccc2N1S(=O)(=O)c1cnc(Cl)c(Br)c1 (stereo not given) | -70* | -12% | ? | -6 | 13% | -4% | ? | -1% | -8%
COc1ccc(/C=C/C(=O)NC(=S)Nc2cc3oc4ccccc4c3cc2OC)cc1 | 40 | 26% | -3% | -1 | 0% | -1% | 2% | 11% | -3%
Cc1ccc(SCc2cc(=O)n(C)[nH]2)cc1 | 18 | -5% | 1% | 0 | -5% | -20% | 3% | 0% | -5%
COC(=O)c1sccc1S(=O)(=O)N(CC(=O)Nc1cccc(C)c1C)c1ccc(C)c(C)c1 | · | · | · | 3 | ? | -22% | · | · | -17%

Another view of part of the listing above.
Compound	IL1B secr inh	HT1080 IDH1KD tx	MCF10A rereplic	DRD3 agonist	KB-3-1 tox	KB-V1 MDR tox	SW480 rereplic	HT1080-NT tox	GLP1R cytotox
COc1cc(S(=O)(=O)Nc2ccncc2)ccc1F	-1	18%	-4%	-1	-8%	16%	1%	22%	-9%[7.66 µM]
CC(C)C[C@@H](CN1CCC[C@H]1CN1C(=O)C(=O)NC[C@@H]1Cc1ccc(O)cc1)N1C[C@H](Cc2ccccc2)N(CC2CCCCCC2)C(=O)C1=O	-91*	?	·	-7	-18%	-14%	·	?	-17%
COc1ccc(OCc2nnc(SCC(=O)N3CCOCC3)o2)cc1	3	10%	0%	1	-1%	2%	2%	5%	-1%

Carrying on:
SMILES | IL1B secr inh | HT1080 IDH1KD tx | MCF10A rereplic | DRD3 agonist | KB-3-1 tox | KB-V1 MDR tox | SW480 rereplic | HT1080-NT tox | GLP1R cytotox
Cc1cc(Cl)ccc1NC(=O)CCC(=O)N/N=C/c1cccnc1 | 59 | 2% | 0% | -5 | -3% | 13% | -4% | -12% | -11%
O=C(CNC(=O)Cc1ccccc1)NCC(=O)OCc1ccccc1 | -11 | -27% | 10% | -14 | 0% | 0% | 11% | -15% | -10%
Cc1ccc(C)c(S(=O)(=O)Nc2cc(C)on2)c1 | -8 | -3% | 3% | -4 | -36% | 8% | 0% | -2% | 0%
Cc1cc(C)cc(N2CN=C3SCC(=O)N3C2)c1 | 1 | 13% | 2% | 2 | 19% | 1% | -4% | 4% | -5%
COc1ccc(C(=O)NC2CCCc3c2cnn3-c2cccc(C)c2C)c(OC)n1 (stereo not given) | -79* | ? | 18µM* | 48* | · | · | ? | ? | 2%
CCN(Cc1ccccc1)C(=O)CCNS(=O)(=O)c1cc(Br)cnc1N | -21 | -3% | 1% | 2 | -2% | -11% | -13% | 2% | -3%
Cc1ccccc1Nc1nc(N)nc(-c2oc3ccccc3c2C)n1 | · | ? | 36% | 4 | 38% | ? | 27% | ? | ?
Cn1nc(C(=O)NNC(=O)c2ccccc2Br)c2ccccc2c1=O | 9 | 0% | -5% | 4 | ? | -16% | -5% | 4% | 5%
CCOc1ccc(NC(=S)Nc2ccc(OC(F)(F)F)cc2)cc1 | 3 | 9% | 3% | 7 | -2% | 13% | -26% | 18% | -3%
Cc1ccc(Nc2c(-c3ccc(C)s3)nc3ccccn23)cc1 | · | 2% | · | 5 | -11% | 21% | · | 0% | -13%
COc1cccc(NC(=O)N2CCC(n3c(C)nc4cccnc43)CC2)c1 | · | · | · | 4 | -2% | 10% | · | · | -3%
COc1cccc(N2CCN(c3ncnc4c3[nH]c3ccc(F)cc34)CC2C)c1 (stereo not given) | -112* | 7.3µM* | ? | 4 | ? | ? | ? | 6.5µM* | 3.2µM*
COc1cccc(NS(=O)(=O)c2ccc3[nH]cc(C(=O)NCCN4CCOCC4)c(=O)c3c2)c1 | 15 | 5% | -2% | -5 | 8% | 27% | 1% | 10% | -9%
O=C(CS(=O)(=O)c1ccc(F)cc1)Nc1nnc(-c2ccccc2Cl)o1 | 9 | -13% | 17% | 4 | -4% | -6% | -4% | -14% | -3%
CN1CCN(c2ccc(C(CC(N)=O)NC(=O)Cc3cccc4ccccc34)cc2[N+](=O)[O-])CC1 (stereo not given) | 0 | -1% | -3% | -6 | 4% | 1% | -6% | -3% | 6%
Cc1ccc(C(C)NC(=O)c2cccnc2)cc1 (stereo not given) | 9 | 3% | 9% | 22 | 7% | -4% | -3% | 17% | -19%
Cn1cc(-c2cnc3c(NC=O)cc(-c4cccc(C(F)(F)F)c4)cn23)cn1 | 0 | ? | · | -9 | ? | 21µM* | · | -44% | -20%
Cn1c(=O)c2c(nc(N3CCCCCC3)n2CC(O)COc2ccccc2)n(C)c1=O (stereo not given) | 16 | -1% | 7% | 1 | ? | -15% | -10% | -5% | 8%
NS(=O)(=O)c1ccc(CNC(=S)Nc2ccc(F)c(Cl)c2)cc1 | 1 | -10% | -6% | 8 | -13% | 13% | -2% | 0% | -1%
CC(Sc1ccccc1)C(=O)N1CCN(S(=O)(=O)c2ccccc2)CC1 (stereo not given) | 0 | 0% | 11% | -4 | 1% | -30% | 2% | -2% | 13%
Cc1ccc(NC(=O)COC(=O)c2ccc(-n3cnnn3)cc2)c(Br)c1 | 0 | 13% | -6% | 5 | 7% | 23% | -6% | 6% | -2%
C=CCNC(=S)Nc1ccc2cn[nH]c2c1 | -7 | 10% | -3% | 1 | 15% | 3% | ? | -11% | -2%
Cc1ccc2nc(C)cc(C(=O)N3CCCC(CO)(Cc4ccccc4C)C3)c2c1 (stereo not given) | -11 | -1% | 8% | -4 | -15% | -10% | -9% | -13% | -16%
O=c1c2sccc2[nH]c(=S)n1-c1ccccc1 | 2 | -8% | -3% | -3 | 8% | 5% | -5% | -6% | 1%
COc1ccc(N/C=C(\C#N)c2ccc(OCCCF)cc2)cc1 | 0 | -5% | 7% | -3 | 2% | -7% | -7% | 4% | -2%
CC1CC(Nc2ccccc2)c2ccccc2N1C(=O)c1cccnc1 (stereo not given) | 0 | ? | ? | 4 | 16% | -8% | 9% | ? | 1%
Cc1ccc2oc3c(c(=O)c2c1)C(c1ccccc1F)N(CCCN1CCOCC1)C3=O (stereo not given) | · | · | · | -22 | -9% | -10% | · | · | 2%
COc1ccc(N2CCN(C(=O)Cc3nn(C)c(=O)c4ccccc34)CC2)cc1 | 58 | -6% | -12% | 5 | -14% | 15µM* | -9% | -1% | -13%
c1ccc2c(-n3cccn3)cccc2c1 | 9 | 10% | -7% | -1 | 11% | ? | -8% | 0% | -12%
CCOc1ccc2nc(NC(=O)CN3CCC(n4nnc5cc(F)ccc54)CC3)sc2c1 | ? | ? | ? | 0 | ? | 21µM* | -4% | ? | 6%
Cc1ccc(C)c(NC(=O)COC(=O)c2cc3ccccc3oc2=O)c1 | 9 | 6% | 5% | 0 | 14% | 0% | -6% | 0% | -2%
CCOc1c(Cl)cc(CNc2ccc(S(N)(=O)=O)cc2)cc1OC | 27 | -11% | -2% | 1 | 2% | 1% | 8% | 0% | 12%
CCc1nc2c(OCCOc3ccccc3)cccn2c1N(C)C(=O)C1CC1 | -7 | 9% | · | -8 | 0% | -2% | · | 10% | -13%
